# Assay outcomes from PubChem.
# ERK EGF inh – blocks ERK signaling stimulated by EGF. AID 1454. Potency, µM (doses to about 11.5 µM), for the others: top-dose activity change, negative = inhibition, actives largely listed as inhibitors. HEK293-V1b, EGF-stimulated phospho-ERK AlphaScreen. 130,000 compounds, 0.41% hits; active means well fitted inhibition curve with a large enough effect; inconclusive means small, poorly fitted or top-dose-only effect, or effect the other way;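 further: plate controls were stimulated vehicle wells for no effect and unstimulated vehicle basal for full effect; nearly all actives have a fitted effect of over 55% in size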
#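 Homogeneous cell-based phospho-ERK assay: HEK293/V1b cells in 1% FBS, compound 30 min then EGF 5 min, AlphaScreen luminescence. Activity normalized between DMSO and 25 nM EGF controls; AC50 from Hill modelling.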
# Numbers without * were called inactive; ? = inconclusive; [ ] = another dose, or the depositor's remark. Potency means the concentration at half of the fitted maximal effect. Some of the compounds tested, so the mix of outcomes need not match the whole.
nr	canonical_smiles	ERK EGF inh
1	COc1cccc(CC(=O)Nc2cc(S(=O)(=O)N3CCOCC3)ccc2N2CCOCC2)c1	12%
2	CCCCN1C(=O)C(=O)N(CC(=O)N2N=C3/C(=C/c4ccco4)CCCC3C2c2ccco2)C1=O (centres undefined)	1%[57.5 µM]
3	N#Cc1cn(CC(=O)N2CCCc3ccccc32)c2ccccc12	-2%
4	CC(C)C[C@@H](CC(=O)N[C@@H](CCCN)CC(=O)N[C@@H]1CCCC[C@H]1C(=O)N[C@H](CC(=O)N[C@@H](CCC(=O)O)CC(=O)O)Cc1c[nH]c2ccccc12)NC(=O)[C@@H]1CNCC[C@H]1N	4%
5	Cc1ccc(S(=O)(=O)N2CCN(Cc3ccccc3)CC2)c(C)c1N(C)S(=O)(=O)c1ccccc1	5%
6	CSc1nc(Cl)cc(=O)[nH]1	-3%[57.5 µM]
7	Cc1sc2ncn(CC(=O)N3CCOCC3)c(=O)c2c1-c1ccccc1	-1%
8	O=C(NC(c1ccccc1)C(Cl)(Cl)Cl)c1ccccc1 (centres undefined)	2%
9	Cc1nc2c(ncn2-c2ccccc2)c(=O)n1NC(=O)CN1CCOCC1	0%[57.5 µM]
10	COC(=O)c1c[nH]n2c(=O)c(Cl)c(C)nc12	-17%
11	CCOC(=O)c1ccc(NC(=O)Cn2ncc(Cl)c(Cl)c2=O)cc1	4%
12	COc1ccc(C(CNC(=O)c2ccco2)N2CCCCC2)cc1 (centres undefined)	-5%
13	CCc1cc2c(=O)c(-c3nc(C)cs3)coc2cc1O	-1%[57.5 µM]
14	CC(C)(C)c1cc(/C=N/O)cc(C(C)(C)C)c1O	-10%
15	Cn1cc(C(=O)c2cccc(Cl)c2Cl)cc1C#N	-6%
16	O=C(Nc1ccc(Cl)cc1)c1ccc(OCC2CCCO2)cc1 (centres undefined)	0%
17	O=C(c1ccc(Cl)cc1)N1CCCCC(Sc2nnc(-c3ccc4c(c3)OCO4)o2)C1=O (centres undefined)	-9%
18	CC(C)(C)c1ccc(NC(=O)CNC2CCCc3ccccc32)cc1 (centres undefined)	3%
19	Cc1c(N=C2SCC(=O)N2/N=C/c2ccccc2)c(=O)n(-c2ccccc2)n1C	6%
20	CC(C)(C)NC(=O)CCN(/N=C/c1ccc([N+](=O)[O-])o1)C1=NS(=O)(=O)c2ccccc21	-2%
21	CCOC(=O)c1nnsc1NC(=O)Nc1ccc(OC)cc1	1%
22	O=C(CN1CCCC1)Nc1ccc(Cl)cc1C(F)(F)F	4%
23	COc1cccc(/C=N/NC(=S)NC2CC3CC2C2C=CCC32)c1O (centres undefined)	-14%[57.5 µM]
24	CCn1cc(S(=O)(=O)CC(=O)Nc2ccc(OC)cc2)c2ccccc21	-3%
25	CCOC(=O)C1CCN(C(=O)c2ccc(NS(=O)(=O)c3ccc(F)cc3C)cc2)CC1	42%
26	CC(C)c1nnc(SCC(=O)N2CCc3ccccc32)n1C	-4%
27	O=C(Cn1cc(/C=N/NC(=O)c2cccc3ccccc23)c2ccccc21)Nc1ccc(F)cc1	-4%[57.5 µM]
28	COc1cccc(CC2(CO)CCN(Cc3ccc(NC(C)=O)cc3)CC2)c1	-6%
29	O=C(c1nnsc1S(=O)c1ccc(Cl)cc1)N1CCOCC1 (centres undefined)	-1%
30	COc1cc(NC(=O)CSc2nc3cc(C)ccc3cc2C)c(C(=O)O)cc1OC	-4%
31	COc1ccc(Cl)cc1NC(=O)CN1CCc2ccccc21	-11%
32	CC(Cc1ccccc1)C(=O)N(C)Cc1cccnc1 (centres undefined)	-1%

# Grouped by structure, the compounds so far containing a tert-butyl group (3)
nr	canonical_smiles	ERK EGF inh
14	CC(C)(C)c1cc(/C=N/O)cc(C(C)(C)C)c1O	-10%
18	CC(C)(C)c1ccc(NC(=O)CNC2CCCc3ccccc32)cc1 (centres undefined)	3%
20	CC(C)(C)NC(=O)CCN(/N=C/c1ccc([N+](=O)[O-])o1)C1=NS(=O)(=O)c2ccccc21	-2%

# (more compounds)
nr	canonical_smiles	ERK EGF inh
33	O=c1[nH]c2cc3c(cc2cc1CN(CCO)S(=O)(=O)c1ccccc1)OCCO3	0%[57.5 µM]
34	CC(=O)N1N=C(c2ccc(C)o2)CC1c1ccc(F)cc1 (centres undefined)	5%
35	Cc1ccc(OCC(=O)NNC(=O)CSc2ncnc3sc(C)c(C)c23)cc1	-1%
36	Cc1ccc(C)c(NC(=S)NCCCN2CCOCC2)c1	-7%
37	O=C(/C=C/c1ccco1)NC(=S)Nc1ccccc1O	6%
38	C=CCn1c(CNC(=O)c2ccccc2F)nnc1SCC(=O)NC(C)c1ccccc1 (centres undefined)	0%
39	CS(=O)(=O)N1CCN(c2ccc(C(=O)N3CCOCC3)cc2[N+](=O)[O-])CC1	10%
40	O=c1c2c(nc3n1CCCCC3)-c1ccccc1CC21CCCCC1	10%
41	CS(=O)(=O)CCC(C(=O)OCc1ccc(Br)cc1)N1C(=O)c2ccccc2C1=O (centres undefined)	1%
42	C=CCN1C(=O)/C(=C\C=C2\N(C)c3ccccc3C2(C)C)SC1=S	?
43	COc1cc(CN2CC(C)CC(C)C2)cc([N+](=O)[O-])c1O (centres undefined)	1%
44	CCCCCCOc1ccc(C(=O)O)cc1C#N	1%
45	COC(=O)C1CCCCN1C(=O)CCc1nnc(CCc2c[nH]c3ccccc23)o1 (centres undefined)	45%
46	CCc1nc2ccccc2n1CC1CC1(Cl)Cl (centres undefined)	0%
47	Cc1ccc(C)c(N2CN(Cc3cccnc3)CNC2=S)c1	9%
48	Cc1ccc(OCC(=O)N2c3ccccc3NC(=O)C2(C)C)c([N+](=O)[O-])n1	-2%
49	Cc1cccc(C(=O)NCC2CCCO2)c1 (centres undefined)	2%
50	COc1ccc(C(=O)Nc2nc(-c3ccc([N+](=O)[O-])cc3)c(-c3ccc(OC)cc3)s2)cc1	-13%
51	CCOC(=O)c1sc(/N=C/c2ccc(O)cc2O)cc1C	-3%
52	O=C(NNC(=O)c1cc(-c2ccco2)nc2ccccc12)c1ccccc1	-11%[57.5 µM]
53	O=C(/C=C/c1ccc(F)cc1)N1CCN(S(=O)(=O)/C=C/c2ccccc2)CC1	-1%
54	COCCn1c(=O)c(-c2cc(F)cc(F)c2)nc2cnc(Oc3ccc(OC)cc3)nc21	7%
55	c1ccc(-n2nnc(-c3cccnc3)n2)cc1	11%[57.5 µM]
56	CC1CN(C(=O)c2cc3cc([N+](=O)[O-])ccc3s2)CC(C)O1 (centres undefined)	0%
57	CC(=O)c1cccc(NC(=O)N2CCC(NC(=O)C34CC5CC(CC(C5)C3)C4)CC2)c1	-3%
58	COc1ccc(-n2c(-c3ccc(Cl)cc3)c[n+]3c2CCc2ccccc2-3)cc1	8%
59	NS(=O)(=O)c1ccc(NC(=O)C(Sc2ccccc2)c2ccccc2)cc1 (centres undefined)	-5%
60	Clc1ccc(Cn2ccc(C3CC3)n2)cc1	-5%
61	CCn1c(COc2ccccc2C(N)=O)nc2ccccc21	0%
62	Cc1ccc(C(=O)NCC(=O)O)o1	-7%
63	COc1coc(C(O)C[N+](=O)[O-])cc1=O (centres undefined)	-3%
64	COc1ccc(O[C@H]2C=C[C@@H](c3ccccc3)O[C@@H]2CO/N=C(\C)CCC(=O)OC[C@H]2O[C@H](c3ccccc3)C=C[C@@H]2Oc2ccc(OC)cc2)cc1	5%
65	COc1ccc(NC(=O)C2CCN(S(=O)(=O)c3cccnc3)CC2)cc1Cl	-2%
66	CN(NC(=O)Nc1ccccc1)c1cnn(C)c(=O)c1Cl	2%[57.5 µM]
67	CC(C)Cn1nnnc1S(=O)(=O)CC#N	-10%
68	COc1cc(OC)c2c(-c3ccccc3)cc(=O)oc2c1C(CCN1CCCC1)c1ccc2c(c1)OCO2 (centres undefined)	-4%[57.5 µM]
69	CCCNC(=S)NNC(=O)c1cccs1	-4%
70	Cn1c(SCC(=O)N/N=C/c2cccnc2)nnc1-c1ccccc1	-14%[57.5 µM]
71	CNC(=O)CS(=O)CC(=O)Nc1cc(OCCOC)c(Cl)cc1Cl (centres undefined)	-21%[57.5 µM]
72	CCc1nc2ccc(C(=O)NCc3ccccc3)cc2nc1CC	-12%
73	O=C(c1ccncc1)N1CCC[C@@]2(CCN(C(c3ccccc3)c3ccccc3)C2)C1	-7%
74	COc1cc(NC(=O)C/C(C)=N/NC(=O)Cc2ccccc2)c(OC)cc1Cl	2%
75	O=S(=O)(Nc1ccc(C(F)(F)F)cn1)c1ccccc1	6%[57.5 µM]
76	c1ccc(CSCc2cn3ccccc3n2)cc1	-8%
77	Cc1ccc(S(=O)(=O)N2CCOCC2)cc1NC(=O)COC(=O)CNC(=O)c1ccc(Oc2ccccc2)cc1	7%
78	CCCCC(=O)N(Cc1ccc(-c2ccccc2-c2nn[nH]n2)cc1)[C@H](C(=O)O)C(C)C	3%[57.5 µM]
79	CCCCCN1C=CC=C/C1=C\C=C(C#N)C#N	?
80	S=C(NCCN1CCOCC1)Nc1ccccc1Cl	5%
81	Clc1ccccc1-c1nc2nc3ccccc3nc2n1-c1ccc2c(c1)OCO2	10%
82	Nc1nnc(CCCCCc2nnc(N)s2)s1	5%
83	Cn1cccc1CC(=O)N/N=C/C=C/c1ccccc1	-2%
84	O=C(Cn1cccc(C(F)(F)F)c1=O)c1ccc(Cl)cc1	-8%[57.5 µM]
85	Cc1nn(C(C)C(=O)O)c(C)c1[N+](=O)[O-] (centres undefined)	-2%
86	CCC(=O)N(CCC(c1ccco1)C(C)C)Cc1ccccc1 (centres undefined)	-15%[57.5 µM]
87	COC(=O)Nc1ccc(S(=O)(=O)N2CCCC(C(=O)N3CCCCCC3)C2)cc1 (centres undefined)	-5%
88	O=C(O)c1ccccc1-c1nc2ccccc2[nH]1	7%

# (list continues)
nr	canonical_smiles	ERK EGF inh
89	COc1ccc(-c2ccc(CCC(=O)O)n2NC(N)=O)cc1	4%[57.5 µM]
90	CN(C)c1nc(NCc2ccccc2)nc(N/N=C/c2ccccc2F)n1	-10%
91	FC(F)(F)c1ccccc1-c1ccc2ncnc(NC3CCNCC3)c2c1	28%
92	O=C(/C(C=Nc1ccc(Br)cc1)=C(/O)c1ccco1)C(F)(F)F	-2%
93	Cn1cccc1C(=O)N1CCC[C@@]2(CCN(Cc3nccs3)C2)C1	0%
94	COc1cc2c(cc1OC)C(c1cccc([N+](=O)[O-])c1)N(C(=O)c1ccccc1C(=O)O)CC2 (centres undefined)	-5%
95	O=[N+]([O-])c1ccc(N2CCCCC2)cc1SCCO	-6%
96	CC(C)CN1C(=O)/C(=C/c2ccco2)NC1=S	-8%
97	CCOc1cc(NC(=S)N2CCC(C(N)=O)CC2)c(C(=O)OC)cc1OCC	2%
98	CC(=O)CSc1cc(C)nc2c(-c3ccccc3)c(C)nn12	-1%[57.5 µM]
99	CC(=O)c1c(N2CCN(C)CC2)nc(=S)n(Cc2ccccc2)c1C	0%
100	CCCCCC1CC(CC#CCN2CCOCC2)C(=O)O1 (centres undefined)	-5%
101	COC(=O)[C@H](C)NC(=O)NCc1ccccc1	16%[57.5 µM]
102	Cc1[nH]nc(SCC(=O)NCc2ccc(Cl)cc2)c1[N+](=O)[O-]	8%
103	CC(C)CCNC(=O)CN(Cc1ccco1)C(=O)c1snc(C(N)=O)c1N	-12%
104	COc1ccccc1NCC(O)COc1ccc(C(C)(C)C)cc1 (centres undefined)	-10%
105	c1ccc(COc2ccccc2CNC2CCCC2)cc1	6%
106	O=C(CN1CCN(c2ccccc2)CC1)Nc1cccc([N+](=O)[O-])c1	4%
107	CC1CCc2nc(/C(C#N)=C/c3ccncc3)sc2C1 (centres undefined)	2%
108	CS(=O)(=O)c1ccc(C(=O)Nc2ccccc2N2CCOCC2)c(Cl)c1	-4%
109	ClC1(Cl)CC1Cn1cnc2ccccc21 (centres undefined)	4%
110	CCc1ccc(NC(=O)C(NS(=O)(=O)c2cccc3nsnc23)c2ccccc2)cc1 (centres undefined)	4%
111	Oc1ccccc1CNc1cnc2ccccc2c1	6%
112	O=C1CCC/C(=N\NC(=O)c2ccc(COc3ccccc3-c3ccccc3)cc2)C1	-4%
113	CCc1nnc(NC(=O)CCc2c[nH]c3ccccc23)s1	-7%
114	COc1ccc(CCNC(=O)CCC(=O)Nc2ccc3nc(N4CCN(C)CC4)cc(C)c3c2)cc1OC	-9%
115	CCC(CC)C(=O)N1CCN(Cc2nc3ccccc3c(=O)[nH]2)CC1	-2%
116	N#Cc1nccnc1N1CCN(C(=O)Nc2ccccc2)CC1	4%[57.5 µM]
117	COc1cc(NC(=O)C2CC2)c(OC)cc1NC(=O)CCC(=O)NC1CCN(Cc2ccccc2)CC1	-5%
118	O=C(/C=C1\SC(=O)N(CC(=O)Nc2ccc(F)cc2)C1=O)Nc1ccc(Cl)cc1	-7%
119	O=C(O)c1cc2cc(F)ccc2[nH]1	-6%[57.5 µM]
120	COc1ccc(C(=O)CSc2nnc3ccc(-c4ccccn4)nn23)cc1	8%
121	O=C(N/N=C/c1c[nH]c2ccccc12)c1cc(-c2cccc3ccccc23)n[nH]1	2%
122	CC(C)(C)c1nnc(N/N=C/c2cc(Br)ccc2O)n(N)c1=O	?
123	Cn1c(C(=O)N2CCCC(C(=O)c3ccc(C(F)(F)F)cc3)C2)cc(=O)n(C)c1=O (centres undefined)	4%
124	COc1ccc(N(C(=O)CNC(=O)c2cccs2)C(C(=O)NCC2CCCO2)c2ccccc2)cc1OC (centres undefined)	-1%
125	COc1cc(CNC(=O)c2nc(Cn3nc(C)c(Br)c3C)no2)cc(OC)c1	-6%
126	COCc1c(C(=O)Nc2ccc(Cl)cc2F)oc2ccccc12	-10%
127	CSCCC(NC(=O)c1cccc([N+](=O)[O-])c1)c1nc2ccccc2[nH]1 (centres undefined)	0%
128	c1ccc(CCNc2ncnc3ccccc23)cc1	?
129	CC(=O)OC1CCC2(C)C3CC(=O)C4(C)C(CC5OC6(CCC(C)CO6)C(C)C54)C3CC[C@H]2C1 (some centres undefined)	12%
